MC4R antag cAMP: blocks human MC4R cAMP signaling | MC4R-expressing cells, MTII-stimulated cAMP, LANCE TR-FRET | hit rate 0.48% among 360,000 | inhibition, % at 6.5 µM;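 active = inhibition above its plate's cutoff, the mean of tested wells on that plate plus 3 SD, cut at about 29% in these data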;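 also: 0% = Melanotan II alone and 100% = Melanotan II plus saturating MCL0020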
Target sequence (P32245 whole entry, looked up): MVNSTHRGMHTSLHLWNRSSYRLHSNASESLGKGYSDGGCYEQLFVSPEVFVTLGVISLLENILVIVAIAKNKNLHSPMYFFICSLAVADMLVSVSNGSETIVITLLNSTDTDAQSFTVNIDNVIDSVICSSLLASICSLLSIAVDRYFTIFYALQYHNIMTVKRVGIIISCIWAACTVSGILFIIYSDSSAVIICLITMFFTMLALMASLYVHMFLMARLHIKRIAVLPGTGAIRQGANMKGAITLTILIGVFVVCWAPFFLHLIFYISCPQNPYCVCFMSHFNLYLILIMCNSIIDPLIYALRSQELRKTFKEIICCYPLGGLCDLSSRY
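system = U2OS cells with stable human MC4R expression | also added = Melanotan II challenge after compound preincubation | dosing = one concentration, 6.5 µM nominal | incubation = compound 30 min, challenge 1 h, detection 1 h | measured by = TR-FRET with Eu-cAMP and labeled anti-cAMP, 671 nm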
HTR2A ag: agonists of mouse serotonin 5-HT2A receptor (HTR2A); CHO-K1 mHTR2A beta-arrestin complementation, luminescence; percent of 30 µM serotonin response; activation, % at 7.6 µM; hit rate 0.66% among 360,000; AID 624169;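 active = activation above a run cutoff, the mean activation of all tested compounds plus 3 SD, cut at about 14% in these data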;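 also: 0% = plate median of compound wells and 100% = 30 µM serotonin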
Target sequence (P35363 whole entry, looked up): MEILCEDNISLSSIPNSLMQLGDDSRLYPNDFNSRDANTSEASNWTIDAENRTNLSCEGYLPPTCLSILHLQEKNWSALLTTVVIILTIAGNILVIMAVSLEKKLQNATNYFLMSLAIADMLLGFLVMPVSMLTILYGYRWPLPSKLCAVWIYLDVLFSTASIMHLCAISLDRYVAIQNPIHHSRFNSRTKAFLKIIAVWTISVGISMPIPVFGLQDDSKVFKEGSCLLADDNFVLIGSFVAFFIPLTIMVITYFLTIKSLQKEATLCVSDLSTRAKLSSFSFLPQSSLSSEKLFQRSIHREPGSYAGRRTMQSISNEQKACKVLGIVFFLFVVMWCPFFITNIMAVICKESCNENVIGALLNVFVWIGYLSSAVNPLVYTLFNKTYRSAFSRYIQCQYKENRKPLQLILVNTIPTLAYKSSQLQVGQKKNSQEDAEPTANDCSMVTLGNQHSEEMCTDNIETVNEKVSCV
iPSC survival up: increases survival of single human iPS cells. hiPSC single-cell survival, ATPlite luminescence; 100% = ROCK inhibitor wells, 0% = DMSO. survival enhancement, % at 20 µM. hit rate 0.044% among 360,000. AID 602274; in the data active = survival enhancement above about 18%;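 also: cells exposed to compounds for 16 hours before the ATP read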
ABCB6 inh 2: human ABCB6 transporter inhibition. fluorescence ratio to DMSO, % at 10 µM. K562-ABCB6 porphyrin accumulation, flow cytometry, 1 h; hits give low values. hit rate 0.19% among 360,000. Q9NP58;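 active = fluorescence ratio to DMSO below 75%, the collection mean minus 3 SD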;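 also: signal is porphyrin accumulated inside mitochondria; 100% equals median channel fluorescence of DMSO control wells; lower ratio means ABCB6 inhibition with less porphyrin fluorescence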
Exocytosis inh: lytic granule exocytosis inhibition | TALL-104 LAMP-1 surface exposure, flow cytometry; cells stimulated with thapsigargin and PMA | inhibition, % at 10 µM | hit rate 0.66% among 360,000;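 active = inhibition above about 55%, limit read from the data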
N-glyco inh: N-linked glycosylation inhibition. AID 588692. reporter increase, % at 12.5 µM. hit rate 0.23% among 360,000. D54 ERlucT glycosylation luciferase reporter, 24 h; percent of 100 nM tunicamycin response;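 active = mean luciferase reporter signal, scaled so untreated is 0 and the glycosylation-blocking control 100, at or above a set limit in every replicate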;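 also: luciferase carries N-glycosylation sites so blocking glycosylation raises the light; 0% = median of neutral control wells and 100% = median of 100 nM tunicamycin wells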
ABHD5 PLIN5 PPI: inhibitors of human ABHD5-perilipin-5 interaction; Q00G26+Q8WTS1; Split G. princeps luciferase complementation, luminescence, 4 h; inhibition, % at 4 µM; hit rate 0.78% among 360,000; AID 602281;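 active = inhibition above the mean inhibition across every tested compound plus 3 SD, cut at about 22% in these data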;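 also: 0% = DMSO only wells and the 100% control is not disclosed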
aDG glyco act: alpha-DG glycosylation activation; Pro5-aDG cells, alpha-DG glycosylation AlphaScreen (IIH6); 0% Pro5, 100% B10-LARGE cell signal; activation, % at 10 µM; hit rate 0.22% among 360,000; AID 624168;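 active = activation of at least 8% versus controls, or a plate z-score of at least 8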;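 also: Pro5 are CHO cells carrying HIG-tagged alpha-DG that lacks glycosylation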
MC4R ag barr: agonists of human melanocortin 4 receptor (MC4R) beta-arrestin; P32245; U2OS MC4R beta-arrestin complementation, luminescence; percent of melanotan II response, DMSO zero; activation, % at 8.9 µM; hit rate 0.98% among 360,000;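 active = activation above a per-plate cutoff, the mean activation of sample wells on that plate plus 3 SD, cut at about 8% in these data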
Cardio protect: modulators protecting cardiomyocytes from myocardial damage; H9c2 cardiomyocytes, H2O2 injury protection, ATPLite, 2 h; protection from H2O2 cell death, % at 20 µM; hit rate 0.63% among 360,000; AID 588492;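 active = compounds giving at least 50% protection of heart cells from peroxide-induced death in the single-dose screen, raw or plate-pattern-corrected value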;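 also: 0% = DMSO wells with peroxide and 100% = DMSO wells without peroxide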
An asterisk follows results filed as active; nt = no result given.

The first three entries (preview)
Each structure is followed by: MC4R antag cAMP, HTR2A ag, iPSC survival up, ABCB6 inh 2, Exocytosis inh, N-glyco inh, ABHD5 PLIN5 PPI, aDG glyco act, MC4R ag barr, Cardio protect
1	C=CC(=O)N=c1sc2ccccc2n1-c1ccccc1
  -15.6, -0.1, -1.9, 102.0, 3.1, -11.1, 17.9, 1.9, -3.3, 0.8
2	Cc1ccc(NC(=O)CN(C)C(=O)c2ccc(NS(=O)(=O)c3cccc([N+](=O)[O-])c3)cc2)cc1
  2.7, -2.9, -0.1, 94.0, -4.6, 0.4, -10.2, -0.2, -0.4, 8.2
3	CC(c1n[nH]c(=S)n1-c1ccccc1)N1CCCCC1 (stereo unspecified)
  1.6, 4.5, 2.7, 104.0, -0.6, 1.1, -9.3, -0.3, 2.4, -0.1

The list itself, from the first entry:
Each structure is followed by: MC4R antag cAMP, HTR2A ag, iPSC survival up, ABCB6 inh 2, Exocytosis inh, N-glyco inh, ABHD5 PLIN5 PPI, aDG glyco act, MC4R ag barr, Cardio protect
1	C=CC(=O)N=c1sc2ccccc2n1-c1ccccc1
  -15.6, -0.1, -1.9, 102.0, 3.1, -11.1, 17.9, 1.9, -3.3, 0.8
2	Cc1ccc(NC(=O)CN(C)C(=O)c2ccc(NS(=O)(=O)c3cccc([N+](=O)[O-])c3)cc2)cc1
  2.7, -2.9, -0.1, 94.0, -4.6, 0.4, -10.2, -0.2, -0.4, 8.2
3	CC(c1n[nH]c(=S)n1-c1ccccc1)N1CCCCC1 (stereo unspecified)
  1.6, 4.5, 2.7, 104.0, -0.6, 1.1, -9.3, -0.3, 2.4, -0.1
4	COc1cc(C(N)=O)cc(Cl)c1OC
  0.0, 6.0, 0.5, 100.0, 0.2, 1.5, 0.9, 0.3, -1.8, 10.6
5	CCCNC(=O)C1(C)CCCN(C(=O)c2ccc(OC(F)F)cc2)C1 (stereo unspecified)
  11.3, -0.5, 2.6, 98.0, 25.9, 0.4, -5.9, -0.1, 1.5, 0.4
6	COc1ccc(-c2ccc3c(c2)S(=O)(=O)c2cccc(C(=O)O)c2C3=O)cc1OC
  0.9, 5.9, 6.2, 96.0, -7.1, 0.3, 9.2, 0.0, 0.2, 0.7
7	COC(=O)c1c(NC(=O)C2C3CCC(O3)C2C(=O)O)sc2c1CCCCCC2 (stereo unspecified)
  11.9, -3.2, 0.2, 97.0, -6.2, 0.4, -4.8, -0.5, -0.9, 3.7
8	CCc1nnc(NC(=O)C2CCCN(c3nc(C)cc(C)n3)C2)s1 (stereo unspecified)
  -2.1, -1.8, 5.7, 97.0, -3.8, 3.3, -3.9, 0.0, -3.0, 2.4
9	CC12CCC(=O)N1C(C(=O)Nc1ccccc1N1CCCC1)CS2 (stereo unspecified)
  0.9, 7.9, -0.5, 97.0, 1.9, 1.4, 1.3, -0.3, -0.9, 2.1
10	Cc1nc2ccc(C(=O)N3CCN(c4ccccc4)CC3)cc2s1
  1.4, -3.1, 1.2, 96.0, -5.9, 0.3, 0.0, -0.1, -0.6, -0.5
11	Cn1cc(C(=O)NC2CCCCC2)c(=O)c2cc(S(=O)(=O)N3CCCC3)ccc21
  14.8, 0.6, 0.1, 100.0, 7.2, 6.6, 0.4, 0.0, -0.1, 10.5
12	CCOc1cc(/C=C2\C(=O)N(c3ccc(C(N)=O)cc3)N=C2C)ccc1OC(=O)c1cccs1
  13.6, 1.6, -1.9, 100.0, 30.9, 3.1, 13.5, -0.1, 0.0, -19.3
13	CC(Sc1nnc(C2CC2)n1C1CC1)C(=O)NCc1cccs1 (stereo unspecified)
  4.3, 2.6, 1.0, 98.0, 3.8, 1.1, 5.6, 0.2, -0.9, -3.2
14	COc1ccc(CNC(=O)C2CCN(c3nc(-c4ccccc4)nc4c3CCC4)CC2)cc1
  15.4, -7.7, 0.3, 101.0, -1.1, -3.1, 4.0, 0.4, 0.8, 4.5
15	CCOc1ccccc1NC(=O)C1C2C=CC(C2)C1C(=O)O (stereo unspecified)
  -9.5, 4.3, 1.5, 105.0, 26.5, 0.8, 2.3, 0.0, -1.8, 2.5
16	CCS(=O)(=O)N1CCC(C(=O)NCCc2ccc(OC)c(OC)c2)CC1
  6.2, -2.7, 0.7, 97.0, 10.1, 0.9, -6.6, -0.1, -2.0, -0.2
17	Cc1ccc(-n2nnnc2SCC(=O)NC(=O)Nc2ccc3c(c2)OCCO3)cc1
  3.9, -8.3, 4.5, 97.0, -1.6, 2.3, -4.8, 0.0, 4.3, -7.0
18	COc1cc(CC(NC(C)=O)C(=O)NC2CCN(C(=O)Nc3ccccc3C)CC2)cc(OC)c1 (stereo unspecified)
  15.5, 12.6, 0.6, 103.0, -9.4, 1.2, 2.6, -0.1, -1.4, 2.2
19	CC(C)n1c(SC2CCOC2=O)nc2ccccc21 (stereo unspecified)
  17.1, -0.1, -1.5, 94.0, -1.6, -1.1, -2.8, -0.2, -1.2, -0.7
20	COc1cc(NC(=O)COn2nnc3ccc(S(C)(=O)=O)cc32)cc(OC)c1
  15.1, -7.1, -0.2, 104.0, -14.6, 4.4, 3.5, -0.3, -0.6, -0.3
21	CCOC(=O)N1CCN(CC(O)COc2ccc(C)c(C)c2)CC1 (stereo unspecified)
  3.0, -5.0, 0.8, 96.0, -3.6, 0.3, -0.8, 0.0, 1.2, -3.5
22	Cc1cc(F)ccc1S(=O)(=O)N1CCCOC1CNC(=O)C(=O)NCC(C)C (stereo unspecified)
  10.6, 0.8, -0.3, 96.0, -2.2, 0.8, -6.6, 0.1, -1.9, -0.4
23	Cc1ccn2c(=O)nc(SCC(=O)NCc3ccc4c(c3)OCO4)nc2c1
  4.4, 5.3, -0.6, 95.0, -0.1, 0.1, -8.7, -0.1, -1.9, 3.2
24	CSCCC(Nc1ncnc2ccc(Br)cc12)C(=O)O (stereo unspecified)
  30.8*, 1.3, 0.9, 97.0, 0.6, -1.1, -2.2, 0.0, -0.3, -0.1
25	Nc1ccc(S(=O)(=O)Nc2nccc(/C=C/c3ccc(Br)s3)n2)cc1
  0.5, 1.6, -3.5, 97.0, 0.9, -4.5, 1.5, 0.5, 1.3, 6.9
26	Cc1ccccc1OCCNC(=O)CNC(=O)c1ccccc1O
  10.0, -1.3, 3.5, 98.0, -0.8, -0.3, -2.3, 0.2, -1.9, -2.3
27	N#Cc1ccccc1C[C@H](N)C(=O)NC[C@H]1O[C@@H](n2cnc3c(N)ncnc32)[C@H](O)[C@@H]1O
  nt, 0.4, 6.0, 96.0, -6.3, 1.0, -7.5, 0.1, nt, 4.3
28	c1ccc2c3n(nc2c1)CCCO3
  0.3, -3.0, 2.8, 86.0, 16.8, -0.3, -2.3, -0.1, -1.0, 2.9
29	CO/N=C/CC(=O)c1cnc(-c2ccc(Cl)cc2)s1
  -5.8, 2.5, 0.2, 104.0, 0.1, -0.1, 2.8, 0.0, -1.6, -5.2
30	C=CCn1c(=S)[nH]c2cc(C(=O)Nc3ccc(OC)c(OC)c3)ccc2c1=O
  1.4, -3.2, -0.1, 95.0, -5.2, 2.0, 1.4, 0.0, 10.1*, 13.8
31	NC(=O)C1CCN(C(=O)c2ccc3ccccc3c2)CC1
  8.0, -0.2, 0.8, 98.0, 19.1, 1.9, -1.9, -0.2, -1.3, -6.6
32	O=C(c1ccc(Cl)cc1)C(Cn1cncn1)C(Sc1ccccc1)c1ccccc1 (stereo unspecified)
  -2.0, -3.9, -1.3, 94.0, 0.7, 5.2, 3.5, 0.2, 0.7, 12.0
33	O=C(OCCCc1cc2ccccc2c(=O)o1)c1ccc2c(c1)OCO2
  -3.9, -5.2, 1.1, 100.0, -15.8, -1.0, -1.1, -0.3, 0.3, -9.9
34	CN(C)c1cccc(CNC(=O)c2ccc3sc([C@@H]4O[C@H](CO)[C@H](O)[C@H](O)[C@H]4O)nc3c2)c1
  0.9, 3.2, -2.0, 102.0, -0.8, 3.4, -1.8, 0.0, 0.0, -0.4
35	Cc1cc(C)c(NC(=O)C2CC(=O)N(c3ccc4c(c3)OCCO4)C2)c(C)c1 (stereo unspecified)
  2.0, -4.4, 1.1, 100.0, 3.1, 0.1, 4.7, -0.1, -0.9, 2.9
36	COc1ccc(Cl)c(-c2cc(C(=O)NCc3ccco3)[nH]n2)c1
  -2.2, -1.5, 2.5, 95.0, -3.7, 8.1, 0.8, -0.4, 0.3, 15.0
37	O=c1cc(-c2ccccc2)[nH]c2ccccc12
  -14.2, 7.3, 3.0, 104.0, 4.7, 23.0, 3.7, 0.0, -2.8, 21.6
38	CCOC(=O)/C=C1/SCC(=O)N1CC(=O)Nc1ccccc1OC(F)F
  4.6, 4.8, -0.2, 103.0, 2.1, -1.3, -8.2, -0.1, -0.5, 1.4
39	CC(=O)c1ccccc1NC(=O)CN1C(=O)CS/C1=C\c1nc(-c2ccc(C)cc2)cs1
  15.5, -5.4, 1.6, 108.0, -3.4, -3.1, -0.1, -0.3, -2.1, -0.8
40	COc1ccc(/C=N/NC(=O)c2cccc([N+](=O)[O-])c2)c2ccccc12
  1.6, 4.5, -0.1, 103.0, -2.3, -5.8, 0.1, 0.0, -0.8, 6.6
41	Cc1ccc(NC(=O)CN(C)C(=O)Cn2nnc(-c3ccccc3C)n2)cc1
  6.5, 4.9, 0.5, 98.0, 0.7, -1.2, 0.8, 0.0, -0.6, -0.1
42	O=C(/C=C/c1ccccc1)c1ccccc1O
  2.4, 2.5, -1.7, 98.0, -0.3, 6.5, 22.9*, 0.1, 1.3, 3.4
43	Cc1cc(C(F)F)n2ncc(C(=O)NCCc3ccccc3Cl)c2n1
  -6.0, 0.4, -1.8, 91.0, 3.2, 0.2, 4.1, 0.0, -1.0, -2.5
44	Cc1ccc(S(=O)(=O)N2[C@@H](c3ccc(Cl)cc3)C(C(=O)O)=CC[C@H]2c2cccs2)cc1
  10.3, -2.1, -0.8, 94.0, 5.4, 0.0, 2.3, -0.2, -1.1, 8.5
45	CC(C)(C)C(=O)c1sc(Nc2ccccc2)nc1N
  16.3, -7.5, -0.5, 93.0, -1.0, 1.5, -0.7, -0.2, 0.5, -9.8
46	COc1ccc(CN(C(=O)c2snc(C(N)=O)c2N)C(C(=O)NC2CCCC2)c2cc(OC)ccc2OC)cc1 (stereo unspecified)
  -0.5, 0.7, -0.3, 94.0, 40.4, -1.5, 3.4, 0.0, -1.8, 11.0

From PubChem
